High-throughput results: PubChem BioAssay, several laboratories
phage Ecoli inh: E. coli growth loss with phage present; 0.26% of 360,000 active; AID 651602; inhibition, % at 11.9 µM; growth absorbance; in the data active = inhibition above about 11%
Tat transport: blocks Tat-dependent protein export in E. coli; E. coli MC4100 TorA-mCherry Tat export, fluorescence; inhibition, % at 10 µM; 0.036% of 340,000 active;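 active = mean replicate inhibition at least 50% and at least half of replicates individually reaching 50%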;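 also: exported cargo escapes ClpAP degradation while cytoplasmic cargo is degraded and loses fluorescence; 0% = median of neutral control wells and 100% = median of NaSCN control wells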
PfHsp90 set2: growth inhibition of yeast expressing Plasmodium Hsp90; S. cerevisiae expressing PfHsp90, BacTiter-Glo ATP, 48 h; yeast lacking PDR1 and PDR3 efflux regulators; 0.32% of 310,000 active; inhibition, % at 9.4 µM;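 active = every replicate shows inhibition above about 80%, whatever the replicate mean, limit read from the data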;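 also: 0% = DMSO neutral controls and 100% = 20 µM radicicol positive controls; yeast relying on Plasmodium falciparum Hsp90 in place of its own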
OPRM1-OPRD1 inv: inverse agonists of human mu-delta opioid receptor heterodimerization; P35372+P41143; cell-based MOR-DOR heterodimer luminescence, inverse agonism; inhibition, % at 9.3 µM; 0.21% of 340,000 active; in the data active = inhibition above about 22%, passing the limit was not always enough;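 also: 0% = cells with DMSO and 100% = wells without cells with DMSO; values of inactives mirror those of a sister screen read the other way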
MOR-DOR ag: agonists of human mu-delta opioid receptor heterodimerization | cells, OPRM1-OPRD1 heterodimerization, luminescence | activation, % at 9.3 µM | 0.3% of 340,000 active; in the data active = activation above about 18%;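 also: 0% = vehicle-treated cells and 100% = reference agonist; values of inactives mirror those of a sister screen read the other way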
E coli growth: reduces bacterial viability in AddAB counter-screen; E. coli V3065 growth, OD600 absorbance, 18 h; inhibition, % at 11.9 µM; 0.27% of 330,000 active; AID 449728;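 active = inhibition above the campaign's mean inhibition across all tested compounds plus 3 SD, cut at about 9.9% in these data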;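 also: uninfected addAB+ strain grown without phage in ampicillin broth; 0% = DMSO wells and 100% = ciprofloxacin 0.95 µg/ml wells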
Pemphigus Ab inh: human desmoglein-3 autoantibody binding inhibition; P32926; DSG3-coupled beads, scFv-anti-DSG3-GFP binding, flow cytometry; active compounds read low; binding (percent of control), % at 10 µM; 0.48% of 310,000 active; AID 588358;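 active = binding more than 3 SD below its plate's average and above zero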;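 also: hits lower antibody fragment binding to DSG3; some compounds called inactive have numbers as strong as hits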
Target sequence (P32926 whole entry, looked up, the tested form may be a part): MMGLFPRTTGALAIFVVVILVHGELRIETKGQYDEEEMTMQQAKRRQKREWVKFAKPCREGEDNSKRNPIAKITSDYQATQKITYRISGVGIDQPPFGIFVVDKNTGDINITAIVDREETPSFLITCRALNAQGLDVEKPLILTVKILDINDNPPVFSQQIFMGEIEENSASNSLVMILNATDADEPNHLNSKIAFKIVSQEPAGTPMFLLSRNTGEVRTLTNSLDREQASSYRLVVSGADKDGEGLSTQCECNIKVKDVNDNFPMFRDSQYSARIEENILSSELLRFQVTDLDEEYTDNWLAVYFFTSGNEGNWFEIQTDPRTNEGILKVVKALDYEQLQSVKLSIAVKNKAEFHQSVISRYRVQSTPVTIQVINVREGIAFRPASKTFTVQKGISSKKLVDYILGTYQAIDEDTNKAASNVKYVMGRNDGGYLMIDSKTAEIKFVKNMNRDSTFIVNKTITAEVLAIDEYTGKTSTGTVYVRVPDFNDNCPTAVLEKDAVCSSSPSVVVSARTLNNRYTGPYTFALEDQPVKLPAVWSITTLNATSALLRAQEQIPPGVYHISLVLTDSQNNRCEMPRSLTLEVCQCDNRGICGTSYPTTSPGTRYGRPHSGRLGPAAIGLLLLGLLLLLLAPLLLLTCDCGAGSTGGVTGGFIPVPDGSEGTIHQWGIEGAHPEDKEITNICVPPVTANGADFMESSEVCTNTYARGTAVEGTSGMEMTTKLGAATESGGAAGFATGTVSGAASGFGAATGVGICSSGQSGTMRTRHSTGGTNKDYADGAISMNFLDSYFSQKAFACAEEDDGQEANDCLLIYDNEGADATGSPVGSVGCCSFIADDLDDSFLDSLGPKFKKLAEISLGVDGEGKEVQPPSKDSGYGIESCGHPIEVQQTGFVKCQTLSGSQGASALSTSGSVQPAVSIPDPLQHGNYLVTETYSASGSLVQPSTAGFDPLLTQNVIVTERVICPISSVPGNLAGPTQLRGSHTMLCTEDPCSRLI
AddAB inh: less growth of phage-infected E. coli with AddAB. E. coli expressing H. pylori AddAB, absorbance growth. inhibition, % at 11.9 µM. 0.29% of 330,000 active. AID 435030; in the data active = inhibition above about 12%;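 also: 0% = vehicle wells of infected cells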
PKA-R1A act: activators of PKA-R1A complex. P00514+P68181. PKA-R1A dissociation, Cy5-IP20 fluorescence polarization; scaled: DMSO 0%, 113 µM cGMP 100%. activation, % at 11.4 µM. 0.083% of 340,000 active. AID 504707;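 active = percent activation above the mean of all tested compounds plus 3 SD, cut at about 19% in these data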;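 also: higher means more PKAc released from R1A so a rise in polarization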
Arr AP2 block: human beta-arrestin and AP2 interaction inhibition. FITC-arrestin peptide / GST-AP2 beads, flow cytometry; AP2 beta2 appendage carries R879A mutation. inhibition, % at 10 µM. 0.31% of 340,000 active;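 active = inhibition above a set limit, near 3 SD of compounds lacking own fluorescence, cut at about 54% in these data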;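 also: plate controls were DMSO wells for no effect and 5 µM unlabelled arrestin peptide for full effect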
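system = GST-tagged AP2 beta2-adaptin appendage (R879A) on 4 µm glutathione beads | reagent = FITC-labelled arrestin peptide probe, 50 nM final | schedule = compound with beads 12 min RT, then probe 1 h RT | signal = HyperCyt-sampled flow cytometry, FL1 channel, ex 488/em 535 nm | read-out = percent response from loss of bead-bound FITC fluorescence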
Mot1-301 SUMO: SUMOylation pathway inhibition by Mot1-301 growth rescue. S. cerevisiae Mot1-301 growth rescue, ATP luminescence, 38.5C; percent above DMSO median, 100 means doubled. growth rescue, % at 18.8 µM. 1% of 320,000 active. AID 2716;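 active = every valid replicate shows activation above 250% relative to neutral control wells; inactive = the rest, any valid replicate at or below 250%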;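 also: OY570 slx delta 5 strain wells were the positive control but not used for scaling; some compounds called inactive have numbers as strong as hits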
Active calls of the source: *; nt = not tested or not shown.

#	molecule	phage Ecoli inh	Tat transport	PfHsp90 set2	OPRM1-OPRD1 inv	MOR-DOR ag	E coli growth
1	COCCCN1C(=O)C(=O)/C(=C(/O)c2ccc(S(=O)(=O)N3CCOCC3)cc2)C1c1ccc(F)cc1 (stereo unspecified)	-0.8	-4	-19	12	-2.3	0.7
2	O=C(c1csc(Nc2ccccc2Cl)n1)N1CCCC1	0.9	-13	-22	5	-1.1	-1.3
3	COc1ccccc1NC(=O)C1=C(C)Nc2ncnn2C1c1ccccc1C (stereo unspecified)	0.8	-1	10	5	-0.9	2.6
4	O=C1CS/C(=N/N=C2CCCC2)N1	4.8	-3	16	16	-3.5	2.8
5	CCCCNC(=O)/C=C/c1cccs1	1.8	13	-7	14	-2.7	3.3
6	CCOc1ccc(-n2c(SCC(N)=O)nnc2-c2cccnc2)cc1	1.3	-3	4	16	-3.2	0.3
7	Cc1cc(NC(=O)COc2cccc(C)c2C)no1	0.1	1	-32	11	-2.1	2.1
8	CCOC(=O)c1c(S(=O)(=O)NCC(=O)N2CCN(c3ccc(OC)cc3)CC2)c(C)n(C)c1C	3.2	-11	-3	7	-1.3	0.0

#	Pemphigus Ab inh	AddAB inh	PKA-R1A act	Arr AP2 block	Mot1-301 SUMO
1	nt	1.6	-2	41	-10
2	nt	0.5	-3	-10	-19
3	93	0.8	5	14	-15
4	93	6.3	-3	nt	-5
5	100	5.1	-13	32	7
6	nt	2.2	3	-5	-17
7	101	0.1	2	1	17
8	nt	1.5	-3	2	-8

(list continues)
#	molecule	phage Ecoli inh	Tat transport	PfHsp90 set2	OPRM1-OPRD1 inv	MOR-DOR ag	E coli growth
9	CCCCCCNCc1cccc(Br)c1	2.5	6	-9	-13	2.3	-0.9
10	CCOC(=O)c1ccccc1NC(=O)Cn1cnc2c(cnn2-c2ccccc2)c1=O	3.4	-4	-21	5	-0.9	1.3
11	O=C(c1ccc(Sc2cccc(Cl)c2)c([N+](=O)[O-])c1)N1CCN(c2ccccn2)CC1	3.1	10	nt	4	-0.7	-0.9
12	CCOc1cc(CNc2ccc(O)cc2)ccc1OCc1ccc(Cl)cc1Cl	nt	-3	-42	-96	16	1.6
13	Nc1c(Sc2ccccc2)c(=O)[nH]c(=O)n1Cc1ccccc1	1.4	-4	0	14	-2.4	-0.6
14	O=C(Oc1ccc(Cl)c(Cl)c1)C1=CC=CN2CCS(=O)(=O)N=C12	2.2	-11	nt	1	-0.2	-1.7
15	C=CC[C@H](CC(=O)NCCO)C(=O)N[C@H](COC(=O)[C@@H](CC=C)Cc1ccc(F)cc1)C(C)(C)C	3.0	-6	7	11	-1.9	0.1
16	CC(SC(=S)N(C)Cc1cccs1)C(=O)O (stereo unspecified)	2.8	0	-16	11	-1.6	-2.9

#	Pemphigus Ab inh	AddAB inh	PKA-R1A act	Arr AP2 block	Mot1-301 SUMO
9	99	0.1	1	4	9
10	101	4.5	-8	nt	-30
11	125	-1.4	-15	8	2
12	96	-2.5	-7	4	1
13	101	-0.2	4	-14	13
14	nt	0.5	-2	14	3
15	101	-0.4	-3	1	nt
16	112	3.1	-2	3	21

Some of the entries above in a different format.
Below each SMILES – phage Ecoli inh | Tat transport | PfHsp90 set2 | OPRM1-OPRD1 inv | MOR-DOR ag | E coli growth | Pemphigus Ab inh | AddAB inh | PKA-R1A act | Arr AP2 block | Mot1-301 SUMO
#10 CCOC(=O)c1ccccc1NC(=O)Cn1cnc2c(cnn2-c2ccccc2)c1=O
 : 3.4 | -4 | -21 | 5 | -0.9 | 1.3 | 101 | 4.5 | -8 | nt | -30
#11 O=C(c1ccc(Sc2cccc(Cl)c2)c([N+](=O)[O-])c1)N1CCN(c2ccccn2)CC1
 : 3.1 | 10 | nt | 4 | -0.7 | -0.9 | 125 | -1.4 | -15 | 8 | 2

Further entries
#	molecule	phage Ecoli inh	Tat transport	PfHsp90 set2	OPRM1-OPRD1 inv	MOR-DOR ag	E coli growth
17	CN1CCN(c2ccc([N+](=O)[O-])cc2C(=O)c2ccc(Br)cc2)CC1	1.2	3	11	-7	1.4	-1.2
18	O=C1N/C(=N/S(=O)(=O)c2ccccc2)S/C1=C/c1cccnc1	1.9	-6	-3	9	-1.9	3.5
19	O=[N+]([O-])c1ccc2c(c1)C(=NO)c1cc(Cl)c(Cl)cc1-2	3.1	9	-34	-7	1.6	nt
20	Nc1nonc1C(=O)NCCNCc1cc(Br)ccc1OCc1ccccc1F	2.3	-10	nt	-57	11	-3.7
21	CCOC(=O)CSc1nnc(CNc2ccc(F)cc2)o1	2.2	6	-3	10	-1.7	-3.2
22	O=C(NC1CC2CCCC(C1)N2C(=O)Nc1ccc(Cl)c(C(F)(F)F)c1)C1CC1 (stereo unspecified)	3.9	4	0	18	-3.5	-2.5
23	CCCC(CCC(=O)OC)(C(=O)OCC)c1csc(N)n1 (stereo unspecified)	2.8	-1	-10	-11	1.9	1.9
24	COc1ccc(CCNC(=O)C2CC(c3cccc([N+](=O)[O-])c3)=NO2)cc1 (stereo unspecified)	4.2	-5	-22	4	-0.7	-2.7

#	Pemphigus Ab inh	AddAB inh	PKA-R1A act	Arr AP2 block	Mot1-301 SUMO
17	100	0.3	2	4	46
18	94	1.8	5	43	7
19	97	nt	-7	-13	nt
20	nt	-0.3	-5	20	964
21	nt	0.8	2	10	51
22	nt	2.1	-1	15	5
23	90	0.5	0	4	-27
24	nt	-0.8	-14	6	-10

The list continues.
#	molecule	phage Ecoli inh	Tat transport	PfHsp90 set2	OPRM1-OPRD1 inv	MOR-DOR ag	E coli growth
25	Cc1ccc(-n2c(SCC(=O)Nc3cc(C)on3)nc3c(c2=O)SC(C)C3)cc1 (stereo unspecified)	1.9	4	-3	5	-0.8	2.8
26	COc1ccc(-c2nnc(NC(=O)c3ccc(S(=O)(=O)N4CCc5ccccc5C4)cc3)o2)cc1	nt	1	-7	3	-0.5	-3.0
27	Cc1c(Cl)c([N+](=O)[O-])nn1CC(=O)NC(C)C1CC2CCC1C2 (stereo unspecified)	1.6	-1	-8	-1	0.3	2.9
28	COc1cc(Cn2ccnc2)c(OC)cc1Cn1ccnc1	2.7	-2	-14	8	-1.6	-0.4
29	CCC(=O)c1ccc(OCC(=O)Nc2cccc(S(=O)(=O)N3CCCCCC3)c2)cc1	1.2	-5	-15	-9	1.4	nt
30	Cc1ccc2c(c1)C(=O)CC(c1ccccc1)S2 (stereo unspecified)	5.3	13	nt	-31	6.1	nt
31	COC(=O)c1cnc(Oc2c(Cl)cc(N)cc2Cl)cc1C(F)(F)F	-0.2	3	2	-29	5.7	0.2
32	Nc1nc(SCC(=O)Nc2ccc(Cl)c(S(=O)(=O)N3CCOCC3)c2)n[nH]1	0.8	2	-17	3	-0.6	-1.0

#	Pemphigus Ab inh	AddAB inh	PKA-R1A act	Arr AP2 block	Mot1-301 SUMO
25	109	-1.1	0	-7	-15
26	nt	-0.8	-1	7	162
27	nt	4.3	-14	-5	-1
28	98	-2.0	-6	22	2
29	102	nt	6	0	nt
30	87	nt	0	30	nt
31	87	1.2	3	7	-1
32	96	-0.9	1	-11	3

Some of the entries so far, with values under each structure:
Below each SMILES: phage Ecoli inh	Tat transport	PfHsp90 set2	OPRM1-OPRD1 inv	MOR-DOR ag	E coli growth	Pemphigus Ab inh	AddAB inh	PKA-R1A act	Arr AP2 block	Mot1-301 SUMO
27. Cc1c(Cl)c([N+](=O)[O-])nn1CC(=O)NC(C)C1CC2CCC1C2 (stereo unspecified)
    1.6	-1	-8	-1	0.3	2.9	nt	4.3	-14	-5	-1
28. COc1cc(Cn2ccnc2)c(OC)cc1Cn1ccnc1
    2.7	-2	-14	8	-1.6	-0.4	98	-2.0	-6	22	2
29. CCC(=O)c1ccc(OCC(=O)Nc2cccc(S(=O)(=O)N3CCCCCC3)c2)cc1
    1.2	-5	-15	-9	1.4	nt	102	nt	6	0	nt
30. Cc1ccc2c(c1)C(=O)CC(c1ccccc1)S2 (stereo unspecified)
    5.3	13	nt	-31	6.1	nt	87	nt	0	30	nt
31. COC(=O)c1cnc(Oc2c(Cl)cc(N)cc2Cl)cc1C(F)(F)F
    -0.2	3	2	-29	5.7	0.2	87	1.2	3	7	-1

More structures follow:
#	molecule	phage Ecoli inh	Tat transport	PfHsp90 set2	OPRM1-OPRD1 inv	MOR-DOR ag	E coli growth
33	Cc1cc2nc[nH]c2cc1[N+](=O)[O-]	2.4	-15	-6	-8	1.0	1.1
34	COc1ccc(OC)c(-c2csc(NC(=O)C3=NNC(=O)CC3)n2)c1	1.1	-12	-13	7	-1.4	-1.5
35	O=C(Cc1cccs1)N1CCN(S(=O)(=O)c2cccc([N+](=O)[O-])c2)CC1	3.8	7	-19	6	-1.1	1.0
36	Cc1ccc(CN2CCNC(=O)C2CC(=O)N(C)C2CCCCC2)o1 (stereo unspecified)	0.5	-13	-7	5	-0.7	-3.5
37	COc1ccc(OC)c(C2c3[nH]c4ccccc4c3C[C@H]3C(=O)N(CCCOC(C)C)CC(=O)N23)c1 (stereo partly specified)	-0.9	3	1	14	-3.1	-2.6
38	COc1ccc(NC(=O)CC2CC3CCC2C3)cc1S(=O)(=O)N1CCOCC1 (stereo unspecified)	1.8	-2	-22	15	-3.1	0.2
39	Cc1ccc(NC(=O)N(CCCN2CCOCC2)Cc2cc3cc4c(cc3[nH]c2=O)OCO4)cc1	0.9	-6	21	7	-1.5	-0.9
40	CC(C)NC(=S)NC(=O)/C=C/c1cccc2ccccc12	3.4	0	1	-16	3.1	0.3
41	CCOC(=O)Cc1csc(NC(=O)CSc2nnc(-c3ccc(C)cc3)o2)n1	1.8	1	-5	-24	4.6	-2.3

#	Pemphigus Ab inh	AddAB inh	PKA-R1A act	Arr AP2 block	Mot1-301 SUMO
33	106	2.4	-4	-5	-17
34	101	2.2	1	35	5
35	97	4.4	-3	-1	3
36	101	-1.3	-3	16	7
37	112	-0.6	-6	-11	115
38	nt	1.6	1	1	-5
39	nt	-0.1	6	-7	-16
40	97	0.6	-4	34	15
41	100	-2.6	-3	29	0
